Bioassay records from PubChem BioAssay.
TAAR1 ag: human TAAR1 agonists, primary screen, Fluo-8 calcium fluorescence, CHO RD-HGA16 cells; activation, % at 3 µM; 360,000 tested, 0.99% active; Trace amine-associated receptor 1 (Homo sapiens), Q96RJ0; vehicle wells 0%, saturating PEA agonist 100%; AID 624467, 2012;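 active = activation above the mean activation of all test compounds in the run plus 3 SD, cut at about 38% in these data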
Target sequence (Q96RJ0 whole entry, looked up): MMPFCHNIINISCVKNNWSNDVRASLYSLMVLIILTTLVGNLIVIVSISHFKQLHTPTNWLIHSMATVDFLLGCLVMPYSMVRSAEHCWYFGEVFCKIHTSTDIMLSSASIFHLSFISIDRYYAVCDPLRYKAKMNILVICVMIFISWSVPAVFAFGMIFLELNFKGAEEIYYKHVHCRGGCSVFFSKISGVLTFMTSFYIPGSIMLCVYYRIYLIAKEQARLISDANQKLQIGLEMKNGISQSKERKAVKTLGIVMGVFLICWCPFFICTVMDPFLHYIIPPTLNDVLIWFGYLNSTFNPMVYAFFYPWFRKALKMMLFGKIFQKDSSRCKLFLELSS
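Assay system – CHO-derived RD-HGA16 cells with stable Gα16 and human TAAR1 · Compound dosing – one-point dosing at 3 µM (nominal) · Incubation – 17-24 h seeding, 75 min 37 °C dye, 30 min RT · Measured by – kinetic Fluo-8 calcium fluorescence · Control set – DMSO vehicle as 0%, PEA at EC100 as 100% · Repeats – single well for each compound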
M1 antag: human M1 muscarinic receptor antagonists, primary screen, CHO-K1 cells, Fluo-8 calcium fluorescence, 1536-well. 360,000 tested, 1.3% active. AID 588852, 2011. inhibition, % at 3 µM. CHO-K1 hM1, ACh EC80 antagonist;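 active = percent inhibition above its own plate's cutoff, namely the mean of that plate's compound wells plus 3 SD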;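 also: peak over basal fluorescence ratio during 140 s after agonist addition; 0% = ACh EC80 plus DMSO and 100% = DMSO alone without agonist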
Target sequence (P11229 whole entry, looked up): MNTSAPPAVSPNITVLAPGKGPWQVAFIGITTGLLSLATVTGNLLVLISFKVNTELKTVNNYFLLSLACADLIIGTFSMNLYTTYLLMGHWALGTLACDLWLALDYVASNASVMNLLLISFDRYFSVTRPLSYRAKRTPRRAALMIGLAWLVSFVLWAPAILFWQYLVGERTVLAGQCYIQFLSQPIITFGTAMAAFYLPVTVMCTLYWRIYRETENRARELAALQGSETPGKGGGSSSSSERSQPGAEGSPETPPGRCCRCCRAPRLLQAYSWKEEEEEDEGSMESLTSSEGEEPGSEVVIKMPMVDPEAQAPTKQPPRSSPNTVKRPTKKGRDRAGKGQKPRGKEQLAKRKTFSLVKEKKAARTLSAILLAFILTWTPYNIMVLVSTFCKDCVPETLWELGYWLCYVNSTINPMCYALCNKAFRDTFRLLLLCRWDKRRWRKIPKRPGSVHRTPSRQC
CHRM1 PAM: human M1 muscarinic receptor positive allosteric modulators, primary screen, CHO-K1 cells, Fluo-8 calcium fluorescence, 1536-well | Muscarinic acetylcholine receptor M1 (Homo sapiens), P11229 | CHO-K1 hM1, ACh EC20; 0% = ACh EC20, 100% = maximal ACh | activation, % at 3 µM | 360,000 tested, 0.088% active; in the data active = activation above about 19%, passing the limit was not always enough
M1 ag parental: counter-screen for M1 agonists: effect in parental CHO-K1 cells; activation, % at 3 µM; 360,000 tested, 0.48% active; Fluo-8 calcium fluorescence; scaled to maximal ATP response, vehicle zero; in the data active = activation above about 15%;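 also: untransfected CHO-K1 host cells lacking M1 receptor as counterscreen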
CHO-K1 Ca antag: M1 antagonist counterscreen hit in parental CHO-K1 cells. ATP-induced calcium, Fluo-8 fluorescence. inhibition, % at 3 µM. 360,000 tested, 0.6% active;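 active = inhibition above a per-plate cutoff, the plate's mean sample inhibition plus 3 SD, cut at about 24% in these data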;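 also: 0% = DMSO plus EC80 ATP and 100% = DMSO alone without ATP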
TAAR1 antag: human TAAR1 antagonists, primary screen, Fluo-8 calcium fluorescence, CHO RD-HGA16 cells. Trace amine-associated receptor 1 (Homo sapiens), Q96RJ0. antagonist. inhibition, % at 3 µM. 360,000 tested, 1.5% active. AID 624466, 2012;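 active = inhibition above a per-plate cutoff, the mean inhibition of test compounds on that plate plus 3 SD, cut at about 49% in these data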;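 also: 0% = DMSO plus EC80 beta-PEA response and 100% = DMSO alone without agonist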
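System: RD-HGA16 CHO cells with stable hTAAR1 and Gα16 | Probe or stimulus: EC80 β-phenethylamine stimulus | Dosing: 3 µM, single point | Times: Dye loading 75 min at 37 °C, then 30 min room temperature | Measured by: Fluo-8 calcium-sensitive fluorescence | Read-out basis: % inhibition of agonist calcium response | Replicates: n of 1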
CHO-K1 Ca PAM: nonselective calcium activators in parental CHO-K1 cells, primary screen, counter-screen for M1 PAM project, cell-based, Fluo-8 calcium fluorescence, full deck, 1536-well; ATP EC20; 0% at ATP EC20, 100% at ATP max; activation, % at 3 µM; 360,000 tested, 0.02% active;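 active = activation above the run cutoff, the mean activation of all test compounds plus 3 SD, cut at about 40% in these data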;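 also: peak over basal fluorescence ratio in a 140 s read after ATP addition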
CHO parental Ca: ATP-evoked calcium signal inhibitors, parental CHO, primary screen, counter-screen for OX1R antagonist project, cell-based, fluorescence, Fluo-8 calcium dye | parental CHO-K1, ATP-induced calcium, Fluo-8 fluorescence | inhibition, % at 5.6 µM | 330,000 tested, 0.63% active | AID 463079, 2010;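 active = inhibition above that plate's mean sample inhibition plus 3 SD, cut at about 26% in these data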;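 also: 0% = ATP-challenged DMSO wells and 100% = DMSO wells without ATP; some compounds past the cut are filed as inactive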
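Assay system – parental CHO cells · Reagent – ATP stimulus · Detection – intracellular calcium via Fluo-8 no-wash fluorescent dye · Evaluation – percent inhibition of ATP-evoked calcium rise, normalized to controls · Controls – ATP wells versus no-ATP DMSO wells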
CHRM1 agonist: human M1 muscarinic receptor agonists, primary screen, Fluo-8 calcium fluorescence, CHO-K1 cells, HTS. Muscarinic acetylcholine receptor M1 (Homo sapiens), P11229. CHO-K1 hM1, agonist mode; 0% DMSO, 100% acetylcholine EC100. activation, % at 3 µM. 360,000 tested, 0.33% active;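 active = activation above the run's mean compound activation plus 3 SD, cut at about 16% in these data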;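 also: peak over basal fluorescence ratio within a 140 s kinetic read after compound addition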
Starred values were filed as active, the others as inactive; . = no result given.

compound,TAAR1 ag,M1 antag,CHRM1 PAM,M1 ag parental,CHO-K1 Ca antag,TAAR1 antag,CHO-K1 Ca PAM,CHO parental Ca,CHRM1 agonist
Cc1cc(C)nc(SCC(=O)N/N=C/c2cc(C)n(-c3ccccc3C)c2C)n1,-1,-8,1,1.6,-3,-18,-4,-25,-8
COCCn1cnc2c(c1=O)c1nc3ccccc3nc1n2/N=C/c1cccc(OC)c1,20,-3,2,1.2,-4,53*,18,-14,-2
COc1ccc(C(C(=O)NC2CCCC2)N(Cc2cccs2)C(=O)c2ccn[nH]2)cc1OC (stereo not given),2,-4,3,0.9,-13,24,7,9,-1
CCCN1CCN(CCCNC(=O)c2ccc3nc(N4CCCCC4)sc3c2)CC1,0,2,3,-0.5,-3,-12,-6,-15,-10
CC1(C)C(C=C(Cl)Cl)C1C(=O)Nc1ccc(S(=O)(=O)Nc2ncccn2)cc1 (stereo not given),2,5,-5,-0.3,5,-21,-7,-11,-6
O=S(=O)(Nc1nc2c(s1)CCCC2)c1ccc2ccccc2c1,7,-9,2,0.3,3,6,18,-25,-1
CCn1cc([N+](=O)[O-])c(C(=O)N2N=C(c3cccc4ccccc34)CC2c2ccccc2O)n1 (stereo not given),9,10,-1,0.1,-4,6,10,28,1
Cc1ccc(-c2cc(C(F)(F)F)n3nc(C(=O)N4CCN5CCCC5C4)cc3n2)cc1 (stereo not given),-2,-4,0,-1.1,-12,-15,-3,-36,-12
COc1ccc2c(c1)cc1c(=O)n(CC(=O)NCCCOC(C)C)nc(C)n12,-1,-16,9,0.3,-10,-25,9,0,-3
O=C(O/N=C1/CCCc2occc21)c1ccc(Cl)cc1Cl,3,3,-3,5.7,3,-25,0,-26,-8
Cn1c(SCc2ccc(F)cc2)nnc1-c1cnccn1,1,0,2,0.0,-2,-32,-5,-12,-3
Cn1c(=O)c2c(ncn2CC(=O)OCCCC(=O)c2ccc(Br)cc2)n(C)c1=O,4,8,-5,5.4,-5,-10,9,35*,4
COC(=O)c1cccc(NC(=O)CSc2nnnn2C)c1,1,6,-4,0.2,-14,3,12,6,-2
CCN(CC)S(=O)(=O)c1ccc(Cl)c(OC)c1,-1,-1,5,0.0,4,10,0,0,-7
CC(=O)Nc1nc2nc(-c3ccccc3)cc(-c3ccccc3)n2n1,5,8,8,0.6,-12,12,-10,-15,-1
Cc1cc(-c2csc(NCc3ccccc3)n2)c(C)n1C,.,-12,8,0.4,-21,.,24,.,-6
COc1cc(-c2cc(N)n(S(=O)(=O)c3ccc(F)cc3)n2)cc(OC)c1OC,1,9,-2,1.8,8,20,4,-9,3
COc1ccc2cc(C(C)=O)c(=O)oc2c1,1,0,5,0.4,-14,-6,23,5,-5
O=C(CN1C(=O)NC2(CCCCC2)C1=O)Nc1ccc(Cl)cc1,8,-7,8,0.2,-9,-4,5,0,-1
CC(C)C[C@H](NC(=O)OC(C)(C)C)C(=O)N/N=C/C1=Cc2ccccc2OC1C (stereo not given in full),5,-7,9,-0.1,-32,19,13,-30,-2
O=C1CCN(C(=S)NCc2ccccc2)CC1,2,-8,4,0.3,-13,-27,-3,-4,-3
COc1cc(OC)c(OC)cc1CN1CCN(Cc2cccc(F)c2)CC1,4,-22,6,-0.2,-7,-9,2,-8,-3
Cc1cccc(CN(CC(=O)N/N=C/c2ccco2)S(=O)(=O)c2ccc(Cl)cc2)c1,3,-35,2,0.5,-10,14,17,-27,-3
COc1ccc(NC(C)=O)cc1NC(=O)c1ccc2ccccc2c1,0,-4,5,0.6,-13,7,11,-18,-3

Record cards, as listed above. Values in the order: TAAR1 ag	M1 antag	CHRM1 PAM	M1 ag parental	CHO-K1 Ca antag	TAAR1 antag	CHO-K1 Ca PAM	CHO parental Ca	CHRM1 agonist
Profile of COc1ccc2cc(C(C)=O)c(=O)oc2c1 : 1	0	5	0.4	-14	-6	23	5	-5
Profile of O=C1CCN(C(=S)NCc2ccccc2)CC1 : 2	-8	4	0.3	-13	-27	-3	-4	-3

Other entries follow:
compound,TAAR1 ag,M1 antag,CHRM1 PAM,M1 ag parental,CHO-K1 Ca antag,TAAR1 antag,CHO-K1 Ca PAM,CHO parental Ca,CHRM1 agonist
CC(C)OCCCNc1ncc2c(n1)CC(c1ccccc1)CC2=O (stereo not given),10,5,0,-0.1,13,1,-13,-17,-9
O=C1C=C(c2ccc(C(=O)O)cc2)C[C@@H](c2ccc(F)cc2)C1,17,-6,6,0.0,-21,-5,6,-11,2
O=C(CCC(=O)N1CCN(S(=O)(=O)c2ccc3ccccc3c2)CC1)NCC(F)(F)F,3,4,-2,-0.2,-2,3,1,-6,-7
Cc1c(CN2CCN(c3cccc(C(F)(F)F)c3)CC2)c(=O)n(-c2ccccc2)n1C,12,4,-12,1.1,-3,-21,8,-19,-7
O=C(NC1CCCCCC1)c1cccc(S(=O)(=O)N2CCOCC2)c1,0,-8,0,1.8,-14,11,23,-11,-3
Cn1c(=O)c(Sc2ccccc2)c(O)c2ccccc21,10,-1,1,0.1,-8,-11,7,-1,-2
O=C(NC1CCCCC1)OC1CC2CC1[C@H]1CCCCN1C2=O (stereo not given in full),2,.,.,0.8,-23,-31,23,.,.
CCCCn1c(N)c(N(CC(C)C)C(=O)c2oc3ccc(Br)cc3c2C)c(=O)[nH]c1=O,0,-13,2,0.0,-6,-4,10,-18,-2
COc1ccc(N(CC(=O)Nc2ccccc2C(=O)NCc2ccco2)S(C)(=O)=O)cc1,3,0,2,1.5,-5,1,17,6,-4
O=C(Nc1ccccc1Cl)N1CCN(c2ccccn2)CC1,16,-6,6,2.6,-14,9,24,-7,-6
CC(=O)NCC(=O)NNC1CC(=O)N(c2cccc(Cl)c2)C1=O (stereo not given),0,-17,19,-0.5,16,-27,-23,-3,2
O=C(CN1CCN(S(=O)(=O)c2ccc(F)cc2)CC1)Nc1cc(C(F)(F)F)ccc1Cl,0,-30,2,0.1,1,-18,10,-5,-1
Cc1ccc(C)c(N(CC(=O)NC2CCCC2)C(=O)c2oc(C(C)(C)C)cc2C)c1,4,17,-11,-0.5,-3,-24,2,7,6
CC1CCN(C(=O)c2cc3c(=O)n4ccccc4nc3s2)CC1,2,11,-10,0.3,-6,-13,-4,-7,-3
C[C@@H]1COc2cc(N3CCC[C@H]3CO)ccc2S(=O)(=O)N1,3,.,.,0.8,-25,-10,10,.,.
O=C(Cn1cc([N+](=O)[O-])cn1)NCc1cc2ccccc2[nH]1,4,11,-2,-0.1,1,0,15,-8,-5
COc1ccccc1NC(=O)CN(Cc1ccco1)C(=O)c1ccc(Cl)nc1,0,8,3,0.4,6,20,-10,-21,0
Cc1ccc([N+](=O)[O-])cc1NC(=O)CN(C(=O)c1ccc(Cl)cc1)C1CCCCC1,1,-6,-1,-0.1,7,-2,-1,-23,-4
CSc1nnc(C)c(/C=C/Nc2ccc(F)cc2F)n1,10,-2,4,0.0,-9,-5,0,-4,-6
C[C@@H]1CN([C@@H](C)CO)C(=O)c2cc(Br)cnc2O[C@H]1CN(C)C(=O)CCN1CCCCC1,2,9,-10,0.3,7,-13,-11,.,-11
CCN(CC)S(=O)(=O)c1ccc(NC(=O)COC(=O)CNC(=O)C2CCCCC2)cc1,3,7,-2,1.8,8,3,1,.,-1
COC(=O)c1ccc(NC(=O)C[n+]2ccccc2C)cc1,0,18,-14,0.2,-6,-7,9,.,-10
CC1CC(C)CN(CC(=O)N2CCCc3c2c(=O)oc2ccc(OCc4ccccc4)cc32)C1 (stereo not given),7,1,-9,0.0,-8,-7,21,-29,-6
Cc1ccc(/C=C2/Sc3ccc(C(=O)NCc4ccccn4)cc3NC2=O)cc1,3,-8,7,0.8,-12,0,12,-19,-1
Cc1[nH]nc(SCC(=O)NC(C)c2ccccc2)c1[N+](=O)[O-] (stereo not given),0,-7,-1,0.8,25*,1,-15,-10,-5
CCC(C)(C(=O)NC1CCCCC1)N(C(=O)C1CCC(=O)N1)c1ccccc1 (stereo not given),1,-15,7,0.1,-7,15,5,-6,-3
CCc1ccc(NC(=O)C(=O)NCC2CCCN2S(=O)(=O)c2ccccc2)cc1 (stereo not given),-1,-3,1,2.9,4,13,10,-24,-4
COc1ccc(NC(=O)CN(C)C(=O)c2ccc(N3CCCCCC3)c([N+](=O)[O-])c2)cc1,0,-9,4,1.0,-10,-12,-14,-17,-5
CC(=O)Nc1ccc(-n2nnnc2SCC(=O)NC2CCCC2)cc1,2,-8,10,1.4,-14,-4,16,3,1
COc1ccccc1C1NC(c2ccccc2OC)C(C)C(=O)C1C (stereo not given),5,7,-3,-0.2,-6,-19,9,-16,-7
Cc1ccc(O)c(C(=O)c2cnc3onc(-c4ccc(F)cc4)c3c2)c1,4,-4,2,-0.7,3,18,-2,-25,-3
